Compound activity as filed in PubChem.
SSB-PriA inh = inhibitors of Klebsiella pneumoniae PriA binding to SSB C-terminal tail. AlphaScreen SSBct-PriA binding, biotinylated peptide. inhibition, % at 33 µM. actives 0.6% (n = 430,000). AID 1272365; in the data active = inhibition mostly above about 37%, no sharp cut-off; inactive = mostly below about 20%;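 note: plate controls were negative control peptide for no effect and reference peptide for full effect; strong numbers were not always called active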
VHR inh abs = inhibitors of human VHR1 phosphatase (DUSP3). P51452. recombinant VHR phosphatase, pNPP absorbance. inhibition, % at 13.3 µM. actives 0.52% (n = 290,000). AID 1654; in the data active = inhibition above about 50%; note: some compounds called inactive have numbers as strong as hits
Target sequence (P51452 whole entry, looked up): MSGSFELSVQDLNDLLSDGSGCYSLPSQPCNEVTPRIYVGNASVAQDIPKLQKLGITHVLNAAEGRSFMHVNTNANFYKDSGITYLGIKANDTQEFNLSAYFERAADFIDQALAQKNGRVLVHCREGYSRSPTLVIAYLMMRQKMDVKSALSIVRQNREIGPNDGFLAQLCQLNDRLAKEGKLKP
Rv3671c inh = inhibits the M. tuberculosis serine protease Rv3671c | AID 2606 | inhibition, % at 5.96 µM | P9WHR9 | actives 0.048% (n = 320,000); in the data active = inhibition above about 38%;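 note: extracellular domain of Rv3671c used as enzyme; 0% = enzyme with DMSO and 100% = no enzyme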
Target sequence (P9WHR9 whole entry, looked up, the tested form may be a part): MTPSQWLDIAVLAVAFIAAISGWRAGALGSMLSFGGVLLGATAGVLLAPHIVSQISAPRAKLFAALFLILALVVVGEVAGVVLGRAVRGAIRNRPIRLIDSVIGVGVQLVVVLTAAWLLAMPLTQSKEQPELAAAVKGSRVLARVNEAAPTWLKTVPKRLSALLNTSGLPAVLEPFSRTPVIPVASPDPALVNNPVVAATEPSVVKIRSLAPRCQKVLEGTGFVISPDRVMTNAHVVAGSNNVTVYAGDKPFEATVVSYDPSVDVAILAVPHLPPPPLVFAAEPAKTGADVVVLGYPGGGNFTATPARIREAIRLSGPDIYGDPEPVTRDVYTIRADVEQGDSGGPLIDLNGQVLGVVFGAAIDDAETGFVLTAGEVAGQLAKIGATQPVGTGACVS
Mtb BioA inh = inhibitors of Mycobacterium tuberculosis BioA enzyme; purified M. tuberculosis BioA enzyme, plate reader; actives 0.096% (n = 360,000); inhibition, % at 9.99 µM; AID 602481; in the data active = inhibition above about 40%
Mtb UGM inh = Mtb UDP-galactopyranose mutase inhibition | inhibition, % at 10 µM | actives 0.06% (n = 320,000) | AID 504406 | P9WIQ1 | purified UGM, fluorescence polarization probe displacement; in the data active = inhibition above about 10%, passing the limit was not always enough
BH1578 lux ind = induces V. cholerae light production without autoinducers; AID 588436; actives 0.16% (n = 350,000); activation, % at 18.7 µM; V. cholerae BH1578 lux reporter, luminescence, 6 h; in the data active = activation mostly above about 9.7%, no sharp cut-off; note: not every result past the cut was called active; inactives centre near 0; reference of the scale not given here
Mtb FBA inh = inhibitors of M. tuberculosis fructose-bisphosphate aldolase. P9WQA3. purified M. tuberculosis FBA, fluorescence read-out. inhibition, % at 1 µM. actives 2.3% (n = 360,000). AID 588726; in the data active = inhibition above about 27%;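 note: 0% = vehicle and 100% = reference inhibitor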
Target sequence (P9WQA3 whole entry, looked up): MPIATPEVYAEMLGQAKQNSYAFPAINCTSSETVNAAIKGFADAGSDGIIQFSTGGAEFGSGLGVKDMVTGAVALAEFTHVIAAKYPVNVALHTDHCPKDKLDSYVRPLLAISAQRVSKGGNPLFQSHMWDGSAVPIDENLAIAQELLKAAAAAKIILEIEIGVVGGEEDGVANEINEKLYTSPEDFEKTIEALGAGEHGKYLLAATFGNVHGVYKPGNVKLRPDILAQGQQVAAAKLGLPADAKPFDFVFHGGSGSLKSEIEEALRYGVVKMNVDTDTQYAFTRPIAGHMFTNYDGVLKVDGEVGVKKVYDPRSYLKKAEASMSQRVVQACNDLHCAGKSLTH
GDH-TPI inh = inhibits GDH-TPI coupling enzymes, artifact for Mtb FBA screen | GDH-TPI coupled enzyme counterscreen, NADH absorbance | inhibition, % at 4.8 µM | actives 1.2% (n = 360,000) | AID 588335; in the data active = inhibition above about 30%;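 note: 0% = DMSO wells and 100% = wells lacking the enzyme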
MazF activator = MazEF (E. coli) toxin RNase activation | AID 504720 | P0AE70 | activation, % at 20 µM | FAM/BHQ RNA-DNA oligo cleavage fluorescence, 5 h | actives 0.32% (n = 350,000); in the data active = activation above about 50%
Target sequence (P0AE70 whole entry, looked up): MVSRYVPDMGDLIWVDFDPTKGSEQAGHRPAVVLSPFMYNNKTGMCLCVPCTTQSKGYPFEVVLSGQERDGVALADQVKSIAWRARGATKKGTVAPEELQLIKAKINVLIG
3CLpro inhibitor = SARS-CoV 3CLpro protease inhibition. actives 0.14% (n = 290,000). P0C6X7. recombinant SARS-CoV 3CLpro, quenched FRET peptide cleavage. inhibition, % at 6 µM; in the data active = inhibition above about 12%
Starred values were filed as active, the others as inactive; i = inactive; . = not tested or not shown; + = active, no number; & = joins results of further samples. This is a subset, so the mix of outcomes need not match the whole.

SMILES	SSB-PriA inh	VHR inh abs	Rv3671c inh	Mtb BioA inh	Mtb UGM inh	BH1578 lux ind	Mtb FBA inh	GDH-TPI inh	MazF activator	3CLpro inhibitor
CC(=O)NCc1ccc(S(=O)(=O)N2CCN(S(=O)(=O)c3ccc4ccccc4c3)CC2)cc1	7	.	.	-0.1	.	i	2	-5	-41	.
CC1(C(=O)NS(=O)(=O)c2ccc(Cl)s2)CCN1C(=O)Cc1ccc(Cl)cc1Cl (centres undefined)	.	.	.	1.6	.	3.3	1	8	.	.
Cc1cccc(NC(=O)c2ccc(-n3ccnc3)nc2)c1	-22	14	-4	.	2.3	-0.6	5	2	7	3
COc1ccc(N2CCOCC2)c(NC(=O)c2cccc3ccccc23)c1	-6	2	-1	-0.4	-2.4	i	0	7	2	5
Cc1cc(=O)oc(C)c1C(=O)OCC(=O)c1ccc(Cl)cc1	-9	41	-1	.	-1.0	i	0	-7	-3	0
Cc1cc(Br)ccc1NC(=O)CCSc1ccccc1	-23	14	0	-0.7	0.3	-0.5	2	10	5	-2
COCCNc1nc(Oc2ccc(CC(=O)OC)cc2)c2sc(-c3ccccc3)cc2n1	.	.	.	0.0	.	0.7	-1	8	.	.
Cc1cccc(N2CCN(C(=O)CCc3nc4ccccc4[nH]3)CC2C)c1 (centres undefined)	8	8	-9	4.5	1.3	-0.1	4	0	6	-1
Cc1ccc(S(=O)(=O)N2C[C@H]3N(C(=O)OC(C)C)N(C(=O)OC(C)C)C[C@H](OC(=O)NCc4ccccc4F)[C@@]3(O)C2)cc1	.	.	.	0.3	.	-0.6	1	4	4	.
CCOc1cc(/C=C2\NC(=S)N(C)C2=O)ccc1OCc1ccc(C(=O)O)cc1	-1	16	-26	-0.3	-1.5	-0.3	-1	12	4	3

The last 5 entries of the part above open the next one.
SMILES	SSB-PriA inh	VHR inh abs	Rv3671c inh	Mtb BioA inh	Mtb UGM inh	BH1578 lux ind	Mtb FBA inh	GDH-TPI inh	MazF activator	3CLpro inhibitor
Cc1cc(Br)ccc1NC(=O)CCSc1ccccc1	-23	14	0	-0.7	0.3	-0.5	2	10	5	-2
COCCNc1nc(Oc2ccc(CC(=O)OC)cc2)c2sc(-c3ccccc3)cc2n1	.	.	.	0.0	.	0.7	-1	8	.	.
Cc1cccc(N2CCN(C(=O)CCc3nc4ccccc4[nH]3)CC2C)c1 (centres undefined)	8	8	-9	4.5	1.3	-0.1	4	0	6	-1
Cc1ccc(S(=O)(=O)N2C[C@H]3N(C(=O)OC(C)C)N(C(=O)OC(C)C)C[C@H](OC(=O)NCc4ccccc4F)[C@@]3(O)C2)cc1	.	.	.	0.3	.	-0.6	1	4	4	.
CCOc1cc(/C=C2\NC(=S)N(C)C2=O)ccc1OCc1ccc(C(=O)O)cc1	-1	16	-26	-0.3	-1.5	-0.3	-1	12	4	3
O=C(CCS(=O)(=O)c1ccc(Cl)cc1)Nc1nnc(-c2ccco2)o1	-2	.	-2	0.3	-0.3	-0.4	2	-3	6	.
CS(=O)(=O)N(CC(=O)N1CCOCC1)c1ccccc1	0	-1	5	-1.0	-4.0	i	0	-3	12	1
O=c1[nH]c2ccc(NC(=S)NCc3ccccc3)cc2[nH]1	-14	4	-4	0.2	-2.5	-0.9	2	1	3	0
O=C(c1ccccc1[N+](=O)[O-])N1CCc2ccccc2C1	-8	7	-3	-0.6	-0.1	-1.4	8	-11	0	1
S=c1[nH]c2cc3ccccc3cc2[nH]1	13	20&-7	5	.	1.9	-0.4	3	27	-26	4&-3
COc1ccc(NC(=O)CCN2C(=O)c3cccc([N+](=O)[O-])c3C2=O)cc1	-16	17	3	-2.6	-4.3	-0.8	0	-3	-4	-4
CCn1cnc2c1c(=O)n(CC(=O)Nc1cc(C)on1)c(=O)n2Cc1ccccc1	-4	0	-5	3.4	3.5	i	2	4	-3	-7
CN1C(=O)CS(=O)c2ccc(C(=O)NCCC3=CCCCC3)cc21 (centres undefined)	-10	-24	-3	-0.1	0.6	i	0	-8	10	-5
CC(O)(c1cccc(F)c1)c1nc(-c2cc(F)cc(F)c2)cs1 (centres undefined)	.	.	.	-2.9	.	-2.5	1	11	.	.
Cc1cc(=O)oc(C)c1C(=O)Nc1ccc(F)cc1	3	13	4	-0.3	-2.9	1.9	3	12	-5	8
F[B-](F)(F)c1cncc2ccccc12	-14	.	.	1.8	.	-0.7	1	13	-3	.
Cc1ccc2c(c1)nc(NCCO)n2C	-7	24	7	-1.3	5.7	-1.3	-3	8	3	-1
Cc1ccc(S(=O)(=O)N(C)C[C@H]2Oc3ccc(NC(=O)Nc4c(C)noc4C)cc3CC(=O)N([C@@H](C)CO)C[C@@H]2C)cc1	-13	.	0	0.4	-1.1	i	1	-8	8	.
CN(CC(=O)Nc1ccccc1C(F)(F)F)C(=O)c1cccc(-n2cccc2)c1	2	.	-8	-3.5	4.1	-0.6	3	0	-10	.
COc1cccc(NC(=O)CN(C)C(=O)c2ccc(COc3ccccc3)o2)c1	-2	.	-15	-1.4	2.0	-0.3	5	-3	4	.
CC(C)NC(=O)Nc1cccc2c1O[C@H](CN(C)C(=O)NC1CCCCC1)[C@H](C)CN([C@H](C)CO)C2=O	-3	.	5	-0.1&-1.5	0.4	i	8	-2	-3	.
Cc1cc(C)c2c3c(cn2n1)c(=O)n(C)c(=O)n3C	-7	.	-3	-0.4	-1.9	i	1	13	5	-1
N#Cc1ccccc1S(=O)(=O)N1CCN(c2nc(-c3ccccc3)nc3ccccc23)CC1	.	.	.	-2.2	.	i	-1	-8	-13	.
CC(C)(C)OC(=O)N[C@H](C(=O)OC(C)(C)C)c1ccc2c(c1)OCO2	-10	.	-9	-0.9	-2.6	i	-1	-2	-3	.
Cc1ccc2c(c1)C(=O)CC1(CCCCCC1)O2	-19	34	2	-0.6	-1.9	i	8	16	2	.
CC(=O)Nc1ccc(S(=O)(=O)Nc2ccc(-c3ccc4nnc(C)n4n3)cc2)cc1	4&-3	34	-5	.	-0.6	i	-2	11	0	-6
COc1ccc(N2C(=O)C3CC(C)=C(C)CC3C2=O)c(OC)c1 (centres undefined)	-2	27	4	-0.2	-1.9	-0.3	1	2	5	5
CCC(C)NC(=O)Nc1ccc2c(c1)N(C)C(=O)c1ccccc1S2 (centres undefined)	-6	10	-3	6.2	0.2	-1.4	0	14	4	0
CNC(=S)N=Nc1c(O)[nH]c2ccccc12	-7	-5	1	.	0.7	-3.4	-2	19	1	0
CCOC(=O)c1nn(-c2ccc(Cl)cc2)c2nnc(Cc3ccc(C)cc3)c(=O)n12	-4	-37	3	.	.	i	1	5	3	2
COc1ccc(-c2nnc(SCC(=O)N(C)C3CCS(=O)(=O)C3)n2CC(C)C)cc1 (centres undefined)	.	.	.	2.7	.	-1.2	2	-3	-1	.
COc1ccc2[nH]c(C)c(CCNC(=S)Nc3ccccc3OC)c2c1	24	8	-5	.	1.3	2.2	-4	10	-2	7
CCOC(=O)CCCCC(=O)c1[nH]c(=O)[nH]c1CSc1nc(C)cc(C)n1	-11	23	8	-4.7	-2.1	-1.0	0	7	4	-1
O=C(CCC1CCCCC1)NCc1cccnc1	-17	-1	5	-0.1	0.7	-1.7	-1	5	14	4
N/C(Cc1ccc([N+](=O)[O-])cc1)=N\OC(=O)c1ccccc1Br	i	-13	-15	2.0	0.5	-0.2	0	-6	2	4
COc1ccccc1-c1nnc(SCC(=O)NCc2c(C)c(Cl)cc(C(C)C)c2O)o1	4	-13	-54	0.4	-1.0	i	-4	3	-12	-3
COc1cc2c(cc1OC)C(C(=O)N1CCN(c3ccccn3)CC1)C(c1cccs1)N(C)C2=O (centres undefined)	0	34	5	.	2.9	-0.3	7	8	4	-1
CC(=O)Nc1ccc(C=NNC(=O)CCCC(=O)NN=Cc2ccc(NC(C)=O)cc2)cc1	-10	.	.	0.0	.	i	1	16	-2	.
Cc1[nH]ncc1N=Cc1ccc([N+](=O)[O-])cc1	-2	-8	3	.	-1.9	-0.2	2	2	0	0
CNc1cc([N+](=O)[O-])ccc1OCc1ccccc1	-28	23	-5	-0.1	2.3	-0.6	-1	17	-4	2
CCCn1c(CN2CCCCC2C)nc2c1c(=O)n(C)c(=O)n2C (centres undefined)	-3	2	2	-4.5	-0.8	i	-1	6	8	5
CC1CCN(Cc2nnc(-c3cccc(Br)c3)o2)CC1	-3	5	-8	8.8	-2.3	i	5	7	-5	2
O=C(Nc1ccccc1Cl)c1ccn[nH]1	-11	-9	-5	-5.6	-2.4	-0.5	-1	3	-6	1
CCN(CC(=O)NCc1ccc(Cl)cc1)C(=O)c1ccc(C#N)cc1	-5	17	-1	4.1	1.1	-0.5	0	6	-1	0
Cn1cnnc1SCC(=O)Nc1ccc(F)cc1	10	6	0	0.0	-2.5	-0.7	0	5	-6	-8
CCN(CC(=O)Nc1ccc(OC)cc1)C(=O)c1ccc2c(=O)n3c(nc2c1)CCC3	-1	.	-4	0.7	-2.6	i	-1	0	13	.
COc1ccc(CCN=C(N)NS(=O)(=O)c2ccc(C)cc2)cc1OC	-1	18	6	.	1.7	-0.2	3	8	1	0
CCC(C)[C@H](NC(=O)[C@@H]1CSC2c3ccccc3C(=O)N21)C(=O)NC1CCCC1 (some centres undefined)	-11	-5	-7	0.1	2.2	i	0	3	12	-1
Cc1ccccc1NC(=O)C1C2CCCCC21 (centres undefined)	-5	49	-2	-2.3	-1.6	-0.4	2	3	-11	0
CN(C)Cc1c(O)ccc2c3c(c(=O)oc12)CCCCC3	-15	33	4	.	0.2	-0.6	+	25	-3	8
CCOc1ccc(C(=O)NC(=S)Nc2ccc(N3CCC(C)CC3)cc2)cc1[N+](=O)[O-]	-10	-8	.	0.0	.	.	5	23	2	-2
COc1cc2c(cc1OC)CN(C(=O)c1sccc1C)CC2	11	8	-2	.	0.4	-0.4	0	0	10	-3
O=C(N/N=C/c1cccc([N+](=O)[O-])c1)C1CC(=O)N(c2ccc(Br)cc2)C1 (centres undefined)	.	0	-11	-1.3	-2.3	0.1	3	1	8	-3
C(=N\N1CCN(C2c3ccccc3-c3ccccc32)CC1)/c1cccs1	.	22	6	-3.8	-2.2	i	-2	2	-3	4
COCCOC(=O)C1=C(C)NC(=O)NC1c1c(Cl)nc2c(C)cccn2c1=O (centres undefined)	.	-30	-3	.	8.2	.	.	.	.	4
(continued)
SMILES	SSB-PriA inh	VHR inh abs	Rv3671c inh	Mtb BioA inh	Mtb UGM inh	BH1578 lux ind	Mtb FBA inh	GDH-TPI inh	MazF activator	3CLpro inhibitor
Cc1ccc(SCC(=O)NC(C)(C)C)cc1	-5	-13	1	.	0.5	1.7	1	15	7	-2
COc1cc(OC)c2c(-c3ccccc3)cc(C3CCCCC3)nc2c1	-4	.	.	-2.9	.	-0.7	5	11	-9	.
Cc1nn(Cc2ccccc2)c(C)c1N	1	39	-1	1.9	2.5	-0.2	0	4	7	4
COc1ccc(/C=C/C(=O)N(Cc2ccccc2)c2ccccn2)cc1OC	-18	31	5	-1.8	-2.2	i	1	0	3	-3
O=C(CS(=O)(=O)c1c[nH]c2ccccc12)Nc1ccc(F)cc1	-14	-9	-1	-0.4	2.8	-0.2	5	0	5	1
CC(C)c1nc2ccc(NC(=O)C34CC5CC(CC(C5)C3)C4)cc2[nH]1	0	9	-4	-2.6	-2.7	-7.1	-1	-2	-1	-4
CC(=O)Nc1ccc(C(=O)NNC(=O)c2cccs2)cc1	-19	-10	-3	.	-2.6	0.6	-5	-1	5	1
CCCCc1nc(NCCNC(=O)c2ccccc2)c(C#N)c2c1CSC(C)(C)C2	-16	-2	-2	-1.5	-0.3	i	22	9	7	-3
COc1ccccc1Cn1[nH]nnc1=S	-2	27	5	-0.6	2.5	0.6	-2	-4	-2	2
CCOc1ccccc1NC(=O)NC1(C(=O)N2CCOCC2)CCCCC1	-8	25	2	-1.2	1.4	-6.7	2	13	-9	-3
CCC(CC)C(=O)N1CCN(Cc2ccc3c(c2)OCO3)CC1	-7	-2	3	-0.3	-2.6	-2.0	-5	7	6	4
Nc1nnc(N2CCCCC2)s1	-4	8	-13	-0.4	1.1	-4.1	4	3	1	-2
